Screening results (PubChem BioAssay)
TAAR1 ag – agonists of human TAAR1. CHO RD-HGA16 TAAR1, Fluo-8 calcium fluorescence; vehicle wells 0%, saturating PEA agonist 100%. AID 624467. activation, % at 3 µM. actives 0.99% (n = 360,000);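 active = activation above the mean activation of all test compounds in the run plus 3 SD, cut at about 38% in these data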
Target sequence (Q96RJ0 whole entry, looked up): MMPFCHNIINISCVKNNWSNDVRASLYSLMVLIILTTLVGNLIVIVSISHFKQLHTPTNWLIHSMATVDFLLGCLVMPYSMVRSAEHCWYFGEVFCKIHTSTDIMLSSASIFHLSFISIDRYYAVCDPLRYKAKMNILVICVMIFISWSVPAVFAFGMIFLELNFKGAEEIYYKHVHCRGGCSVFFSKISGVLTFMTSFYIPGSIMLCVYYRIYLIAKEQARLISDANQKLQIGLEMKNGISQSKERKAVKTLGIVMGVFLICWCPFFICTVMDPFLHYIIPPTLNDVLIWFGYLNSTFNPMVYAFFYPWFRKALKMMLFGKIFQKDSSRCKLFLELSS
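System: CHO-derived RD-HGA16 cells with stable Gα16 and human TAAR1. Times: 17-24 h plating, Fluo-8 75 min 37 °C, 30 min RT. Measured by: calcium-sensitive Fluo-8 signal, excitation 470-495, emission 515-575 nm. Read-out basis: % activation relative to PEA EC100 response. Control set: DMSO and PEA EC100. Repeats: no replicates (n 1).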
CHRM1 PAM – positive allosteric modulators of human M1 muscarinic receptor; activation, % at 3 µM; P11229; CHO-K1 hM1, Fluo-8 calcium fluorescence, ACh EC20; 0% = ACh EC20, 100% = maximal ACh; actives 0.088% (n = 360,000); in the data active = activation above about 19%, passing the limit was not always enough
CHRM4 agonist – agonists of human muscarinic M4 receptor (CHRM4); AID 624127; CHO-K1 hM4/Gqi5, Fluo-8 calcium fluorescence; vehicle 0%, full acetylcholine response 100%; activation, % at 3 µM; actives 0.14% (n = 360,000); P08173;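 active = activation above the run mean over all test wells plus 3 SD, cut at about 32% in these data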;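 note: peak over basal fluorescence ratio per well then scaled between controls; 0% = DMSO wells and 100% = acetylcholine at EC100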
M1 antag – blocks human M1 muscarinic receptor. inhibition, % at 3 µM. P11229. CHO-K1 hM1, Fluo-8 calcium fluorescence, ACh EC80 antagonist. actives 1.3% (n = 360,000);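 active = percent inhibition above its own plate's cutoff, namely the mean of that plate's compound wells plus 3 SD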;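 note: peak over basal fluorescence ratio during 140 s after agonist addition; 0% = ACh EC80 plus DMSO and 100% = DMSO alone without agonist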
CHRM5 antagonist – CHRM5 antagonism in calcium assay | CHO-hM5 cells, Fluo-8 calcium fluorescence, ACh EC80 | inhibition, % at 3 µM | actives 0.59% (n = 360,000);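 active = inhibition above a per-plate cutoff, the mean of that plate's test compounds plus 3 SD, cut at about 27% in these data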;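 note: 0% = acetylcholine EC80 with DMSO and 100% = DMSO without agonist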
M4 antag – CHRM4 antagonism in calcium assay. CHO-hM4 cells, ACh EC80, Fluo-8 calcium fluorescence. P08173. inhibition, % at 3 µM. actives 0.73% (n = 360,000);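 active = inhibition above its plate's cutoff, the mean inhibition of sample wells plus 3 SD, cut at about 27% in these data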;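 note: 0% = acetylcholine EC80 with DMSO and 100% = DMSO without agonist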
CHRM1 agonist – human M1 muscarinic receptor agonism. AID 588814. actives 0.33% (n = 360,000). activation, % at 3 µM. CHO-K1 hM1, Fluo-8 calcium fluorescence, agonist mode; 0% DMSO, 100% acetylcholine EC100. P11229;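 active = activation above the run's mean compound activation plus 3 SD, cut at about 16% in these data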;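 note: peak over basal fluorescence ratio within a 140 s kinetic read after compound addition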
M5 ag – agonists of human muscarinic M5 receptor (CHRM5); P08912; CHO-K1 hM5 cells, Fluo-8 calcium fluorescence; 0% DMSO wells, 100% maximal acetylcholine response; activation, % at 3 µM; actives 0.19% (n = 360,000); AID 624037;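 active = activation above the run's mean over test compounds plus 3 SD, cut at about 23% in these data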;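 note: signal is peak over basal fluorescence ratio across the kinetic read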
M5 PAM – positive allosteric modulators of human muscarinic M5 receptor; activation, % at 3 µM; actives 0.3% (n = 360,000); P08912; CHO-K1 hM5, Fluo-8 calcium, ACh EC20 PAM; 0% = ACh EC20, 100% = ACh EC100; AID 624038;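 active = activation above the run cutoff, the mean activation of all test compounds plus 3 SD, cut at about 18% in these data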
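system = human M5 receptor in CHO-K1 cells | compound = one concentration, 3 µM final (nominal) | schedule = Post-acetylcholine fluorescence recording 140 s | signal = Fluo-8 calcium dye fluorescence, kinetic read | benchmarks = low control EC20 acetylcholine (0%), high control EC100 acetylcholine (100%) | repeats = singlicate, one well per test compound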
Active calls of the source: *; nt = not tested or not shown.

SMILES | TAAR1 ag | CHRM1 PAM | CHRM4 agonist | M1 antag | CHRM5 antagonist | M4 antag | CHRM1 agonist | M5 ag | M5 PAM
CCCCNC(=O)c1ccc(C)c(NC(=O)C2=C(C)OCCS2)c1 | 0 | 5 | 2 | -15 | 0 | -13 | -2 | -3 | -2
O=C(NC1CCCCCCC1)C1CCN(c2nc3ccccc3o2)CC1 | 5 | 7 | 7 | -16 | -5 | -11 | -9 | 0 | 3
O=C(COc1ccc2c(c1)OCO2)Nc1ccccc1C(F)(F)F | 1 | 6 | -1 | -7 | 14 | 6 | -9 | -2 | -5
O=C(CN1C(=O)C2C3C=CC(C3)C2C1=O)OCC(=O)c1ccc([N+](=O)[O-])cc1 (stereo not drawn) | -2 | 17 | 2 | 2 | 11 | -1 | 6 | -1 | 0
Cc1ccc(S(=O)(=O)N2CCN(C(=O)C(C)Cn3cncn3)CC2)cc1 (stereo not drawn) | -1 | 17 | 0 | -8 | -7 | -2 | -1 | -2 | 8
COc1ccc(CN2C(=O)c3ccccc3C2=O)cc1 | 10 | 12 | 0 | -10 | 2 | -2 | -1 | -2 | 1
CCCC(=O)Nc1nc2ccc(S(=O)(=O)N3CCCCC3)cc2s1 | 1 | -1 | 7 | -3 | 3 | -8 | 8 | 8 | -10
COc1ccc(C2C(C(=O)N3CCOCC3)=C(C)NC3=C2C(=O)CC(C)(C)C3)cc1O (stereo not drawn) | 6 | 10 | 0 | -7 | -7 | -20 | -5 | -2 | 5
O=[N+]([O-])c1cccc(S(=O)(=O)NCCCN2CCOCC2)c1 | 1 | -5 | 0 | 7 | 12 | -2 | -4 | -3 | -6
CC(C)C[C@H]1CN(CCCC[C@H]2CNC(=O)C(=O)N2CCc2ccc(O)cc2)C(=O)C(=O)N1CCc1ccc(O)cc1 | 2 | nt | 1 | nt | 0 | -7 | nt | -5 | -1
COc1ccc(OC)c(NC(=O)N[C@H](Cc2ccccc2)C(=O)NN)c1 | 9 | -7 | 8 | 10 | 23 | 16 | -3 | 3 | -17
COc1cc(OC)c(C#N)c(S(=O)(=O)Cc2ccccc2)c1 | 6 | 2 | 3 | 0 | -3 | -2 | -3 | -3 | 1
CSCCC(NC(=O)c1ccccc1Cl)C(=O)NCC(c1ccc(F)cc1)N1CCOCC1 (stereo not drawn) | 2 | 8 | 0 | -7 | -4 | -9 | -4 | 0 | 6
Cc1cc(NC(=O)c2ccccc2)n(C(C)(C)C)n1 | 7 | 19 | 0 | -27 | 17 | 6 | -2 | -3 | -1
NC(=O)CNc1n[nH]c(=S)[nH]c1=O | 7 | 14 | 1 | -8 | 2 | -2 | 0 | -1 | 1

Sorted by length of the SMILES (lowest first): part of the list above
SMILES | TAAR1 ag | CHRM1 PAM | CHRM4 agonist | M1 antag | CHRM5 antagonist | M4 antag | CHRM1 agonist | M5 ag | M5 PAM
COc1ccc(CN2C(=O)c3ccccc3C2=O)cc1 | 10 | 12 | 0 | -10 | 2 | -2 | -1 | -2 | 1
Cc1cc(NC(=O)c2ccccc2)n(C(C)(C)C)n1 | 7 | 19 | 0 | -27 | 17 | 6 | -2 | -3 | -1
O=C(COc1ccc2c(c1)OCO2)Nc1ccccc1C(F)(F)F | 1 | 6 | -1 | -7 | 14 | 6 | -9 | -2 | -5
CCCCNC(=O)c1ccc(C)c(NC(=O)C2=C(C)OCCS2)c1 | 0 | 5 | 2 | -15 | 0 | -13 | -2 | -3 | -2
O=[N+]([O-])c1cccc(S(=O)(=O)NCCCN2CCOCC2)c1 | 1 | -5 | 0 | 7 | 12 | -2 | -4 | -3 | -6
COc1ccc(OC)c(NC(=O)N[C@H](Cc2ccccc2)C(=O)NN)c1 | 9 | -7 | 8 | 10 | 23 | 16 | -3 | 3 | -17
Cc1ccc(S(=O)(=O)N2CCN(C(=O)C(C)Cn3cncn3)CC2)cc1 (stereo not drawn) | -1 | 17 | 0 | -8 | -7 | -2 | -1 | -2 | 8
COc1ccc(C2C(C(=O)N3CCOCC3)=C(C)NC3=C2C(=O)CC(C)(C)C3)cc1O (stereo not drawn) | 6 | 10 | 0 | -7 | -7 | -20 | -5 | -2 | 5
O=C(CN1C(=O)C2C3C=CC(C3)C2C1=O)OCC(=O)c1ccc([N+](=O)[O-])cc1 (stereo not drawn) | -2 | 17 | 2 | 2 | 11 | -1 | 6 | -1 | 0
CC(C)C[C@H]1CN(CCCC[C@H]2CNC(=O)C(=O)N2CCc2ccc(O)cc2)C(=O)C(=O)N1CCc1ccc(O)cc1 | 2 | nt | 1 | nt | 0 | -7 | nt | -5 | -1

Following part.
SMILES | TAAR1 ag | CHRM1 PAM | CHRM4 agonist | M1 antag | CHRM5 antagonist | M4 antag | CHRM1 agonist | M5 ag | M5 PAM
CCc1ccc2c(c1)[C@]1(C(=O)N2)[C@@H]2C(=O)N(Cc3ccccc3)C(=O)[C@@H]2[C@@H]2CCCN21 | 5 | 7 | 2 | -8 | 0 | -1 | -5 | 2 | -4
Nn1c(SCC(=O)Nc2ccc(N3CCOCC3)cc2)nnc1-c1cccc(F)c1 | 3 | 1 | 0 | -2 | 5 | -8 | -2 | 1 | 6
CC(C)COP(=O)(OCC(C)C)C(O)c1ccc(F)cc1 (stereo not drawn) | 2 | 2 | 1 | -3 | -1 | 1 | -9 | 2 | 1
CC(=O)Nc1ccc(C(=O)CSc2nnc(-c3ccccc3F)n2CCc2ccccc2)cc1 | 7 | -5 | 10 | 5 | 13 | -8 | -4 | -7 | -10
COC(CNC(=O)c1ccc2c3c(onc13)-c1ccccc1C2=O)OC | 7 | 5 | 4 | -8 | 3 | 2 | -3 | 3 | -1
COc1ccc(Cc2nnc(NC(=O)Cn3cnc4c3c(=O)n(C)c(=O)n4C)s2)cc1 | 13 | 2 | 0 | -2 | 8 | 7 | -4 | -2 | -4
O=C(Nc1ccc(Nc2ccccc2)cc1)N1CCOCC1 | 6 | 3 | 4 | -10 | 7 | -13 | -1 | 3 | -5
O=C(Nc1cccc(Cl)c1)Nc1nnc(CSCCOc2ccc(Cl)cc2)s1 | 9 | 7 | 0 | -10 | -8 | 4 | -4 | 0 | 7
CC1CCCCC1NC(=O)COC(=O)c1ccc(S(=O)(=O)NCc2ccco2)cc1 (stereo not drawn) | 10 | -2 | 5 | 7 | 1 | 6 | -2 | 4 | -4
CCOC(=O)C1CCCN(C(=O)c2ccc([N+](=O)[O-])c(C)c2)C1 (stereo not drawn) | 1 | -5 | 2 | 10 | 20 | -5 | -8 | -5 | 14
Cc1cc(NS(=O)(=O)c2ccc(NC(=O)c3ccc(Cl)nc3)cc2)nc(C)n1 | 2 | 14 | 0 | -13 | 9 | -13 | 2 | -1 | -6

The list is partial; rates above refer to the full screens.
